LMPTP block – LMPTP (human) inhibition; P24666; recombinant LMPTP-A, OMFP fluorogenic substrate, fluorescence intensity; inhibition, % at 20 µM; 360,000 tested, 0.22% active; AID 651560;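 active = compounds that cut the enzyme signal by at least half of the control window in the single-dose screen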;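 also: plate controls were DMSO wells with enzyme plus substrate for no effect and substrate without enzyme for full effect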
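material = LMPTP-A | quantity = 0.625 nM enzyme | reagent = OMFP substrate, 400 µM final | buffer or medium = Bis-Tris pH 6.0, DTT, detergent | detection = endpoint fluorescence intensity from OMFP dephosphorylation | dosing = single 20 µM dose | read-out basis = % inhibition relative to no-enzyme and uninhibited control wells | control set = no-enzyme and uninhibited controls | timing = 50 min at room temperature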
Rpn11 block – Rpn11 (human) deubiquitinase inhibition | O00487 | calls only at 20 µM | 360,000 tested, 0.59% active | human 26S proteasome, Ub4-pepOG fluorescence polarization; 20S core pre-blocked with epoxomicin;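 active = inhibition at 20 µM, scaled to each plate's controls, above about 33%, limit read from the data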
CendR NRP1 mod – modulators of CendR peptide binding to human neuropilin-1 | 360,000 tested, 0.85% active | O14786 | inhibition, % at 25 µM | FAM-RPARPAR peptide binding to NRP-1, fluorescence polarization | AID 602438;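 active = inhibition or corrected inhibition above about 18%, plus a signal ratio from 0.5 to 1.5, limit read from the data, passing the limit was not always enough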; also: strong numbers were not always called active
MT1-MMP act inh – inhibitors of human MT1-MMP activation; 360,000 tested, 0.061% active; HT1080 RFP-PRO-GFP cells, GFP/RFP ratio fluorescence, overnight; percent of plate control window, DMSO zero; GFP/RFP ratio change, % at 20 µM; AID 651647; P50281;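 active = GFP/RFP ratio change of at least 30% with cell ATP level not reduced by more than half and red fluorescence within 50% of control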; also: strong numbers were not always called active
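Assay system: HT1080 RFP-PRO-GFP cells | Dosing: 20 µM single dose, 1% DMSO | Incubation: Cells overnight before dosing, compound overnight, 37 °C, 5% CO2 | Evaluation: GFP/RFP fluorescence ratio | Control set: DMSO-only wells and HT1080 RFP-L50D-GFP cell wells as references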
NadD inh – blocks S. aureus nicotinate mononucleotide adenylyltransferase; inhibition, % at 20 µM; 360,000 tested, 0.78% active; purified NadD enzyme, colorimetric absorbance read-out; in the data active = inhibition above about 26%; also: some compounds past the cut are filed as inactive
Scp-1 inhibitor – blocks human Scp-1 phosphatase activity. Recombinant Scp1, phosphopeptide, malachite green phosphate absorbance. inhibition, % at 20 µM. 340,000 tested, 0.88% active. AID 493091;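 active = inhibition above about 50% at 20 µM, limit read from the data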;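 also: plate controls were DMSO wells with enzyme for no effect and wells lacking enzyme for full effect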
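assay system = SCP-1 phosphatase catalytic domain, residues 76-261 | buffer or medium = 50 mM Tris acetate pH 5.5, 0.005% Tween-20, 10 mM MgCl2 | incubation = enzyme reaction 45 min at room temperature, colour 5 min, stabilisation 30 min | signal = Phosphate-binding colour reagent, absorbance read at 630 nm | measure = % inhibition at 20 µM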
STEP inh – inhibitors of human striatal-enriched phosphatase STEP | inhibition, % at 20 µM | 360,000 tested, 0.25% active | P54829 | recombinant STEP, OMFP fluorogenic substrate, fluorescence;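 active = inhibition at 20 µM, scaled per plate between control wells, above about 37%, limit read from the data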;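 also: 0% = DMSO with enzyme and substrate and 100% = substrate only without enzyme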
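Material: STEP (striatal-enriched tyrosine phosphatase) enzyme, cell-free | Medium: 50 mM Bis-Tris pH 6.0 with 2.5 mM DTT and 0.005% Tween 20 | Read-out: Percent inhibition scaled to no-enzyme and uninhibited-enzyme controls, plate-pattern corrected | Signal: Fluorescence read at 480 nm ex / 540 nm em | Times: 20 min reaction, room temperature, in the dark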
SKN-1 block – C. elegans SKN-1 inhibition; C. elegans VP596 Pgst-4::GFP/RFP ratio, acrylamide-induced, 24 h; inhibition, % at 21.8 µM; 360,000 tested, 0.49% active;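 active = interference check ratio from 0.5 to 1.5 plus GFP to RFP signal ratio inhibition reaching or exceeding a fixed threshold, cut at about 30% in these data, passing the limit was not always enough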; also: some compounds called inactive have numbers as strong as hits
SUMO1-SIM PPI – alters human SUMO1 binding to SIM partners | SUMO1 binding to a labelled peptide, TR-FRET, 1 h | 360,000 tested, 0.33% active | inhibition, % at 20 µM | AID 602429; in the data active = inhibition above about 37%
DNMT1 inh – inhibitors of human DNMT1; DNMT1 molecular beacon, Hinp1I cleavage, fluorescence; inhibition (reported as % activation of signal), % at 10 µM; 360,000 tested, 0.83% active; in the data active = inhibition above about 50%
Target sequence (P26358 504-1616 limits assumed): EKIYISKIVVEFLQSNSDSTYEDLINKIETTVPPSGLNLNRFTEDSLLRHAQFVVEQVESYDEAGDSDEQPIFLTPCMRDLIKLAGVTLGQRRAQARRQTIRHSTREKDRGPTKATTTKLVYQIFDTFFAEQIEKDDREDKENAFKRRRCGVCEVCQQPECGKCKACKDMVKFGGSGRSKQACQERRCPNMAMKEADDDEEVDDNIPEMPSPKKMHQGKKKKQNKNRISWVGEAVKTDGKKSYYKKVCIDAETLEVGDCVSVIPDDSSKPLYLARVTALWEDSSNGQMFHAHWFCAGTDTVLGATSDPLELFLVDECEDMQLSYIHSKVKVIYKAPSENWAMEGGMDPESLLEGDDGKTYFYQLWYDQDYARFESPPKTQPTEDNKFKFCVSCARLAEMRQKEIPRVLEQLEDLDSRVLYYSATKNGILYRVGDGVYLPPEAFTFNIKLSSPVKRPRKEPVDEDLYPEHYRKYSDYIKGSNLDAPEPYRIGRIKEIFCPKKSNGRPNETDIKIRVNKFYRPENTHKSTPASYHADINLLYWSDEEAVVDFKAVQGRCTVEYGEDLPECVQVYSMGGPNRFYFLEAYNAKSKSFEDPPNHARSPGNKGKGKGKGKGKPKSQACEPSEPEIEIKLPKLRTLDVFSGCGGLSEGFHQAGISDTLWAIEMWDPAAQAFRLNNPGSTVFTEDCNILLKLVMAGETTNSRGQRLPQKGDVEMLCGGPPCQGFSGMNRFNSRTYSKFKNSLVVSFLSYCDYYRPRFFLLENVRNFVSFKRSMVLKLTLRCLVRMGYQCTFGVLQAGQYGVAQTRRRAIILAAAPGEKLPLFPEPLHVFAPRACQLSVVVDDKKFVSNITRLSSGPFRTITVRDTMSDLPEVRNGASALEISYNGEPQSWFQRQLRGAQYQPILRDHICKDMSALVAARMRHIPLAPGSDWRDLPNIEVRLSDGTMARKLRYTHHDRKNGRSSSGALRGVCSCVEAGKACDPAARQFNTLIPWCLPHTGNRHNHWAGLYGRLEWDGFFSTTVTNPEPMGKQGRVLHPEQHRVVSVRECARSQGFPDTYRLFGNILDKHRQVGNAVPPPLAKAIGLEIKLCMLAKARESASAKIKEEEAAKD
* = called active by the depositor.

Screening C#CCOc1ccc(/C=C2/C(=O)N(c3cccc(C(=O)O)c3)N=C2C)cc1OC returned LMPTP block 1.6, Rpn11 block inactive, CendR NRP1 mod -43, MT1-MMP act inh -1, NadD inh -9, Scp-1 inhibitor 58*, STEP inh 7, SKN-1 block -11, SUMO1-SIM PPI 35 and DNMT1 inh 43.
Screening COc1cccc(C(=O)NNc2nc(C)cc(C)n2)c1 returned LMPTP block 0.6, Rpn11 block inactive, CendR NRP1 mod -4, MT1-MMP act inh 3, NadD inh 1, Scp-1 inhibitor 1, STEP inh -4, SKN-1 block 7, SUMO1-SIM PPI 5 and DNMT1 inh 4.
Screening O=c1[nH]c2ccc(Cl)cc2c(-c2ccccc2)c1N1CCOCC1 returned LMPTP block 0.0, Rpn11 block inactive, CendR NRP1 mod 10, MT1-MMP act inh -15, NadD inh 1, Scp-1 inhibitor 3, STEP inh -2, SKN-1 block 2, SUMO1-SIM PPI -11 and DNMT1 inh 3.
`C=CCn1c(SCc2cc(=O)n3ccsc3n2)nc2scc(C3CC3)c2c1=O` gave LMPTP block 3.0, Rpn11 block inactive, CendR NRP1 mod -6, MT1-MMP act inh 2, NadD inh 3, Scp-1 inhibitor -2, STEP inh 4, SKN-1 block -3, SUMO1-SIM PPI 7 and DNMT1 inh -3.
Cc1ccc2cc(CN(C(=O)C3CCCO3)C3CCCCC3)c(=O)[nH]c2c1 (stereo not given) was read as LMPTP block -2.9, Rpn11 block inactive, CendR NRP1 mod -1, MT1-MMP act inh -2, NadD inh -1, Scp-1 inhibitor -5, STEP inh -7, SKN-1 block -11, SUMO1-SIM PPI 0 and DNMT1 inh -2.
For Cn1c(=O)c(=O)n(C)c2cc(N3CCOCC3)c(NS(=O)(=O)c3ccc(Br)cc3)cc21 the results were LMPTP block -0.5, Rpn11 block inactive, CendR NRP1 mod 0, MT1-MMP act inh 3, NadD inh 1, Scp-1 inhibitor 1, STEP inh 0, SKN-1 block 4, SUMO1-SIM PPI 6 and DNMT1 inh -2.
C=CCNC(=O)COc1ccc(N(C)S(=O)(=O)c2ccc(NC(C)=O)cc2)cc1 was read as LMPTP block -0.7, Rpn11 block inactive, CendR NRP1 mod 5, MT1-MMP act inh 1, NadD inh 0, Scp-1 inhibitor -5, STEP inh -3, SKN-1 block -12, SUMO1-SIM PPI -3 and DNMT1 inh 2.
Screening COc1ccc(Cl)cc1C(=O)NNC(=O)C1COc2ccccc2O1 (stereo not given) returned LMPTP block -1.6, Rpn11 block inactive, CendR NRP1 mod 0, MT1-MMP act inh 0, NadD inh -8, Scp-1 inhibitor -5, STEP inh 2, SKN-1 block -5, SUMO1-SIM PPI 2 and DNMT1 inh 1.
Screening Cc1nn(CC(=O)N(C)C)c(=O)c2ccccc12 returned LMPTP block -1.7, Rpn11 block inactive, CendR NRP1 mod -10, MT1-MMP act inh 1, NadD inh 0, Scp-1 inhibitor -8, STEP inh -4, SKN-1 block 5, SUMO1-SIM PPI 0 and DNMT1 inh 6.
COc1ccc(C(=O)Nc2cc(C)nn2-c2nc3ccccc3[nH]2)c(OC)c1 was read as LMPTP block 2.9, Rpn11 block inactive, CendR NRP1 mod 10, MT1-MMP act inh -5, NadD inh -5, Scp-1 inhibitor -5, STEP inh -1, SKN-1 block 5, SUMO1-SIM PPI 2 and DNMT1 inh -9.

Reprinted from above for reference:
Screening C#CCOc1ccc(/C=C2/C(=O)N(c3cccc(C(=O)O)c3)N=C2C)cc1OC returned LMPTP block 1.6, Rpn11 block inactive, CendR NRP1 mod -43, MT1-MMP act inh -1, NadD inh -9, Scp-1 inhibitor 58*, STEP inh 7, SKN-1 block -11, SUMO1-SIM PPI 35 and DNMT1 inh 43.
Screening COc1cccc(C(=O)NNc2nc(C)cc(C)n2)c1 returned LMPTP block 0.6, Rpn11 block inactive, CendR NRP1 mod -4, MT1-MMP act inh 3, NadD inh 1, Scp-1 inhibitor 1, STEP inh -4, SKN-1 block 7, SUMO1-SIM PPI 5 and DNMT1 inh 4.

(list continues)
For CC12C(=O)N(c3ccccc3)C(=O)C1C(c1ccccc1)N1CCCN12 (stereo not given) the results were LMPTP block 0.0, Rpn11 block inactive, CendR NRP1 mod -8, MT1-MMP act inh -1, NadD inh -2, Scp-1 inhibitor -5, STEP inh 11, SKN-1 block -3, SUMO1-SIM PPI 3 and DNMT1 inh 2.
Screening Cc1ccc2c(CC(=O)O)coc2c1C returned LMPTP block 0.5, Rpn11 block inactive, CendR NRP1 mod -40, MT1-MMP act inh -1, NadD inh 7, Scp-1 inhibitor -7, STEP inh -2, SKN-1 block 3, SUMO1-SIM PPI -2 and DNMT1 inh 1.
O=C(CCC(=O)N1CCN(S(=O)(=O)c2ccc(Cl)cc2)CC1)Nc1cccc(Br)c1 was read as LMPTP block -1.1, Rpn11 block inactive, CendR NRP1 mod -4, MT1-MMP act inh -1, NadD inh -3, Scp-1 inhibitor -14, STEP inh -2, SKN-1 block -2, SUMO1-SIM PPI -4 and DNMT1 inh 0.
`O=C(NCCN1CCOCC1)/C(=C\c1ccc(F)cc1)NC(=O)c1ccccc1` gave LMPTP block -1.2, Rpn11 block inactive, CendR NRP1 mod 17, MT1-MMP act inh 0, NadD inh -6, Scp-1 inhibitor 1, STEP inh 0, SKN-1 block 28, SUMO1-SIM PPI -3 and DNMT1 inh 1.
Screening Cc1ccc(C)n1/N=C1/NC(=O)CS1 returned LMPTP block 0.1, Rpn11 block inactive, CendR NRP1 mod -47, MT1-MMP act inh 1, NadD inh 11, Scp-1 inhibitor 8, STEP inh 8, SKN-1 block -5, SUMO1-SIM PPI 30 and DNMT1 inh 90*.
Cc1ccc2nc(SCC(=O)Nc3ccc(Cl)cc3)nc(=O)n2c1 was read as LMPTP block -0.3, Rpn11 block inactive, CendR NRP1 mod 4, MT1-MMP act inh 1, NadD inh 1, Scp-1 inhibitor -7, STEP inh 3, SKN-1 block 21, SUMO1-SIM PPI 86* and DNMT1 inh -1.
For OCCOC1CCCc2oc(-c3ccccc3)c(C#CC3(O)CCCCC3)c21 (stereo not given) the results were LMPTP block 1.2, CendR NRP1 mod 10, MT1-MMP act inh 4, NadD inh -8, SKN-1 block 8 and SUMO1-SIM PPI 2.
Screening CCOC(=O)c1ccccc1NC(=O)COC(=O)CSC(C)C(=O)Nc1cc(C)on1 (stereo not given) returned LMPTP block 0.8, Rpn11 block inactive, CendR NRP1 mod 12, MT1-MMP act inh 1, NadD inh -6, Scp-1 inhibitor -5, STEP inh -1, SKN-1 block 4, SUMO1-SIM PPI -3 and DNMT1 inh 0.
O=C(O)CCCCCN1C(=O)C2CCCCC2C1=O (stereo not given) was read as LMPTP block 0.3, Rpn11 block inactive, CendR NRP1 mod 3, MT1-MMP act inh 6, NadD inh -1, Scp-1 inhibitor -4, STEP inh -1, SKN-1 block -7, SUMO1-SIM PPI -1 and DNMT1 inh 4.
Screening O=C(O)CSc1nc(SCc2ccccc2Cl)nc2c1CCCC2 returned LMPTP block 0.4, Rpn11 block inactive, CendR NRP1 mod -16, MT1-MMP act inh -2, NadD inh 5, Scp-1 inhibitor 0, STEP inh 0, SKN-1 block -10, SUMO1-SIM PPI 11 and DNMT1 inh 3.
C[C@@H]1CN([C@H](C)CO)C(=O)CCCn2nncc2CO[C@@H]1CN(C)C(=O)Nc1ccc2c(c1)OCO2 was read as LMPTP block -0.9, Rpn11 block inactive, CendR NRP1 mod 0, MT1-MMP act inh 3, NadD inh -3, STEP inh -5, SKN-1 block -22, SUMO1-SIM PPI 0 and DNMT1 inh 2.
For CCCC1(c2ccccc2)NC(=O)N(CC(=O)Nc2cc(C)on2)C1=O (stereo not given) the results were LMPTP block 0.8, Rpn11 block inactive, CendR NRP1 mod 2, MT1-MMP act inh 0, NadD inh 2, Scp-1 inhibitor -8, STEP inh -2, SKN-1 block 3, SUMO1-SIM PPI 0 and DNMT1 inh 3.
COC(=O)c1ccc(S(=O)(=O)N2CCCCCC2)n1C was read as LMPTP block -0.6, Rpn11 block inactive, CendR NRP1 mod -10, MT1-MMP act inh -2, NadD inh 3, Scp-1 inhibitor -11, STEP inh -2, SKN-1 block -6, SUMO1-SIM PPI 0 and DNMT1 inh 0.
`CCOC(=O)C1=CCN(S(=O)(=O)c2ccccc2[N+](=O)[O-])C1c1ccc(C)cc1` (stereo not given) gave LMPTP block 1.5, Rpn11 block inactive, CendR NRP1 mod 2, MT1-MMP act inh 1, NadD inh -9, STEP inh 1, SKN-1 block 3, SUMO1-SIM PPI -1 and DNMT1 inh 4.
For CCc1nc2ccc(C(=O)Nc3cccc(OCC(=O)N(C)C)c3)cn2c1N(C)Cc1ccc(OC)cc1 the results were LMPTP block 0.7, Rpn11 block inactive, CendR NRP1 mod -10, MT1-MMP act inh -6, NadD inh 0, STEP inh 0, SKN-1 block -3, SUMO1-SIM PPI -3 and DNMT1 inh 0.
Brc1ccc(C2=Nc3cccc4cccc(c34)N2)o1 was read as LMPTP block 0.1, Rpn11 block inactive, CendR NRP1 mod -1, MT1-MMP act inh -1, NadD inh 10, Scp-1 inhibitor 3, STEP inh 7, SKN-1 block 7, SUMO1-SIM PPI 12 and DNMT1 inh -27.
`COc1ccc(N=C2SC(C(=O)N3CCN(c4ccccc4)CC3)CC(=O)N2C)cc1` (stereo not given) gave LMPTP block 0.3, Rpn11 block inactive, CendR NRP1 mod 5, MT1-MMP act inh 0, NadD inh -5, Scp-1 inhibitor -1, STEP inh 0, SKN-1 block 6, SUMO1-SIM PPI 1 and DNMT1 inh -3.
For CC(C)(C)OC(=O)NCCCCCc1nnc(SCC(=O)Nc2cccc(Cl)c2)o1 the results were LMPTP block 1.1, Rpn11 block inactive, CendR NRP1 mod -6, MT1-MMP act inh 3, NadD inh -6, Scp-1 inhibitor -11, STEP inh 0, SKN-1 block -5, SUMO1-SIM PPI 1 and DNMT1 inh -9.
Screening Cc1ccc(SCc2cc(=O)[nH]c(/N=C(\N)Nc3cccc4ccccc34)n2)cc1 returned LMPTP block 0.3, Rpn11 block inactive, CendR NRP1 mod 0, MT1-MMP act inh -2, NadD inh 15, Scp-1 inhibitor 20, STEP inh -1, SKN-1 block 6, SUMO1-SIM PPI 1 and DNMT1 inh 0.
Screening CC(=O)Cn1cnc2c(cnn2-c2ccc(F)cc2)c1=O returned LMPTP block -1.7, Rpn11 block inactive, CendR NRP1 mod -4, MT1-MMP act inh -2, NadD inh -2, STEP inh -1, SKN-1 block 1, SUMO1-SIM PPI -2 and DNMT1 inh 3.
Screening CCOc1ccc(-c2c(=O)n(O)c3ccccc3[n+]2[O-])cc1 returned LMPTP block 0.9, Rpn11 block inactive, CendR NRP1 mod 1, MT1-MMP act inh 4, NadD inh 12, Scp-1 inhibitor -7, STEP inh 1, SKN-1 block 11, SUMO1-SIM PPI -21 and DNMT1 inh -6.
